TDP1 cell CPT: growth inhibition of DT40 Tdp1-/-;hTDP1 cells with camptothecin (screen for TDP1 inhibitors); Potency, µM (series often up to 46.2 µM), for the others: at the top dose activity change, negative = growth inhibition, actives largely listed as inhibitors; 420,000 tested, 12% active; AID 686979; chicken DT40 Tdp1-/-;hTDP1 cells + 20 nM CPT, ATP luminescence, 48 h; also: nearly all actives have a fitted effect of over 55% in size
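Chicken DT40 Tdp1-/- cells complemented with human TDP1, 400 cells/well, exposed to compounds plus 20 nM camptothecin for at least 48 h at 37 C; viability read as ATP content by CellTiter-Glo luminescence.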
N370S GC: inhibitors or activators of N370S glucocerebrosidase for Gaucher disease | P04062 | N370S GC spleen homogenate, 4MU-glucoside fluorescence | Potency, µM (highest dose often 59.4 µM), without a hit: at the top dose activity change, negative = inhibition, actives largely listed as inhibitors | 330,000 tested, 0.092% active;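 also: 0% = full enzyme activity and -100% = no enzyme basal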
FEN1 inhibitor: inhibitors of human flap endonuclease 1; P39748; Recombinant FEN1 flap cleavage, fluorescence, 15 min; Potency, µM (doses to about 114 µM), for the others: at the highest dose activity change, negative = inhibition, usual class: inhibitors; 390,000 tested, 0.35% active; AID 588795; also: nearly all actives have a fitted effect of over 65% in size
Target sequence (P39748 whole entry, looked up): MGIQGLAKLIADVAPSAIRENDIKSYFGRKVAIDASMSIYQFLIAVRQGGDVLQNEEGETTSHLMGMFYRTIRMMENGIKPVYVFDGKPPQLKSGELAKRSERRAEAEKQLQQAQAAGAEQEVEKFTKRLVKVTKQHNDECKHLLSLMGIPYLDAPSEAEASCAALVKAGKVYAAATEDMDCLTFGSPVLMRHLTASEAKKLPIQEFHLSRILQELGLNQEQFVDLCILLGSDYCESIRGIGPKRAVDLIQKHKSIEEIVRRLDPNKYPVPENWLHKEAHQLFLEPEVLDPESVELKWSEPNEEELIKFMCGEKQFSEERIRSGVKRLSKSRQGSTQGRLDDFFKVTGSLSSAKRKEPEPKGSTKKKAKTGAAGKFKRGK
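Enzyme 10 nM, 15 min RT preincubation with compound; start with substrate 50 nM final; reads at 0 and 15 min; qHTS titration, four-parameter Hill fit.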
* hit, by the source's call; ? = inconclusive; nt = no result given; & = joins results of further samples; ! = repeats disagree; [ ] = remark or other dose. Calls follow the shape of the dose curve; as a rule, active = well fitted curve in the direction sought with a large enough effect; inconclusive = small, poorly fitted or top-dose-only effect, or another doubt; inactive = no such curve, though single readings can be large; an effect the other way counts as inactive or inconclusive. Unless noted, % is scaled to controls: 0 for no effect and ±100 for the full control effect; potency is read from the fitted curve at half-maximal effect. This is a subset. The share of hits here may be higher or lower than overall.

SMILES | TDP1 cell CPT | N370S GC | FEN1 inhibitor
O=C(CCCN1C(=O)c2ccccc2C1=O)Nc1ccc(S(=O)(=O)N2CCOCC2)cc1 | -1% | 2% | 7%
COc1cccc(-c2nc(CS(=O)(=O)c3ccccc3)no2)c1 | 4% | 0% | -1%
CC(Nc1cc(N2CCOCC2)ccc1[N+](=O)[O-])c1ccccc1 (stereo not drawn) | -6% | -12% | -2%
COCCn1c(SCC(=O)OCc2ccccc2)nc2c1c(=O)[nH]c(=O)n2C | 14% | 5% | -15%
Fc1ccc2c(c1)C(c1ccc(N3CCOCC3)cc1)=NNC(c1cccs1)=N2 | ? | -11% | -9%
NS(=O)(=O)c1ccc(NC(=O)CN2C(=O)C3C4C=CC(C4)C3C2=O)cc1 (stereo not drawn) | -7% | 14% | 19%
O=C(COC(=O)c1ccccc1O)NC1CCCc2ccccc21 (stereo not drawn) | -1% | nt | -12%
CC1(OC(=O)CCc2ccccc2)C(=O)C=C2C=C(c3ccc(C#N)cc3)N(C3CCCC3)C=C2C1=O (stereo not drawn) | 23µM* | -7%[12.8 µM] | ?
CC1(c2nnc(-c3ccc(F)cc3)o2)CC(c2ccccc2)=NO1 (stereo not drawn) | 3% | -4% | -17%
CCOc1cc(C=O)ccc1OCC(=O)NC(C)(C)C | 1% | 1% | 12%
CNc1nc(-c2cccnc2)nc2ccccc12 | ? | -25% | nt
COc1cc(/C=N/NC(=O)c2nc(-c3ccccc3)n(-c3ccccc3)n2)ccc1O | 5% | -15% | ?
COc1ccccc1CNC(=O)c1ccc(NC(=O)N2CC(C)Sc3ccccc32)cc1 (stereo not drawn) | ? | nt | -18%
CCNc1nc(SC(C)C(=O)OC)nc(N2CCOCC2)n1 (stereo not drawn) | 2% | 21% | 0%
CS(=O)(=O)Nc1cccc(-c2nccc(NCc3ccccc3)n2)c1 | ? | -2% | nt
O=C(Nc1cc2c(cc1C(=O)c1ccccc1Br)OCCO2)c1cccc(Cl)c1 | -1% | nt | -1%
CSc1nc(C)c2c(n1)N(c1ccc(O)cc1)CC2 | -13% | -8% | 2%
O=C(COC(=O)Cc1c(F)cccc1Cl)NCCC1=CCCCC1 | -7% | -1% | -1%
COc1ccc(CC(C)N2CCN(c3ccccc3OC)CC2)cc1OC (stereo not drawn) | ? | 2%[2.35 µM] | 8%
CCOc1ccc(NC(=O)c2ccccc2OCC(=O)c2ccccc2)cc1 | 23µM* | 26% | -5%
COc1cc(NC(=O)COC(=O)[C@@H]2CCCN2S(=O)(=O)c2ccc(Cl)cc2)cc(OC)c1OC | 6% | -15% | 0%
CCOc1ccccc1CNC(=O)c1cccn1-c1nnc(N2CCCCC2)s1 | ? | nt | -3%
CCc1ccc(CN(Cc2cn[nH]c2-c2ccc(OC)cc2)C(=O)Nc2cc(Cl)ccc2OC)cc1 | 16µM* | nt | -23%
O=C(CCN1C(=O)S/C(=C\c2cccs2)C1=O)Nc1nccs1 | -2% | 0% | 0%
O=C(COC(=O)c1nn(-c2ccccc2)c(=O)c2ccccc12)NC1CCS(=O)(=O)C1 (stereo not drawn) | -5% | -4% | -4%
COc1ccc(CCC(=O)Nc2ccc(C)c(S(=O)(=O)N(C)C)c2)cc1OC | ? | -4% | -2%
CCN1CCN(C(c2cccs2)C(C)NC(=S)Nc2cc(C)ccc2C)CC1 (stereo not drawn) | ? | -10% | 19%
COc1ccc(OCC(=O)Nc2cc3oc4ccccc4c3cc2OC)cc1 | 9% | 4% | -1%
NC(=O)C1=C[C@@H](c2coc3ccccc3c2=O)C[C@@H](OCc2ccc(CO)cc2)O1 | -27% | 4% | -20%
O=C(Nc1ccc(F)cc1F)c1c(C(F)(F)F)ccnc1Oc1cccc(C(F)(F)F)c1 | 15% | -22% | -5%

Reformatted: results already given.
O=C(COC(=O)c1nn(-c2ccccc2)c(=O)c2ccccc12)NC1CCS(=O)(=O)C1 (stereo not drawn)
  TDP1 cell CPT: -5%; N370S GC: -4%; FEN1 inhibitor: -4%
COc1ccc(CCC(=O)Nc2ccc(C)c(S(=O)(=O)N(C)C)c2)cc1OC
  TDP1 cell CPT: ?; N370S GC: -4%; FEN1 inhibitor: -2%
CCN1CCN(C(c2cccs2)C(C)NC(=S)Nc2cc(C)ccc2C)CC1 (stereo not drawn)
  TDP1 cell CPT: ?; N370S GC: -10%; FEN1 inhibitor: 19%
COc1ccc(OCC(=O)Nc2cc3oc4ccccc4c3cc2OC)cc1
  TDP1 cell CPT: 9%; N370S GC: 4%; FEN1 inhibitor: -1%

The results go on.
SMILES | TDP1 cell CPT | N370S GC | FEN1 inhibitor
C=Cn1cc[n+](CC(=O)c2ccc(OC)cc2)c1 | ? | -2% | 2%
Cc1ccc(Cn2cccc2C2=NC(C)(C)CO2)cc1 | 2% | nt | -17%
CC1CCN(S(=O)(=O)N2CCC(C(=O)O)CC2)CC1 | -15% | 23% | 3%
CCOc1ccc(C(CC(=O)O)NC(=O)c2sc3ccccc3c2Cl)cc1 (stereo not drawn) | -17% | 2% | -2%
COc1ccc(NC(=S)N(CCC(C)C)C2CCN(C(C)C)CC2)cc1Cl | -16% | -10% | -16%
C[C@@]12C(=O)N(Cc3ccccc3)CC(=O)N1[C@H]1c3ccccc3OC[C@@H]1[C@@H]2c1ccccc1 | ? | nt | -4%
Cc1nn(C)c(C(=O)N/N=C/c2cccc(Oc3ccccc3)c2)c1Br | -20% | -1% | -13%
Cc1cc(N2CCOCC2)nc2ccc(NC(=O)CCC(=O)N3CCN(c4ccc(F)cc4)CC3)cc12 | 9.2µM* | ? | 2%
COc1ccc(-c2cc(C(=O)N3CCN(c4ccccc4)CC3)no2)cc1 | 18µM*! | -22% | -13%&-5%
C/C(=N\N=C(/N)c1nonc1N)c1ccc2c(c1)OCO2 | -16% | -7% | 1%
CC1CCc2c(sc(NC(=O)CCCn3cnc([N+](=O)[O-])n3)c2C(N)=O)C1 (stereo not drawn) | -13% | -3% | 2%
O=C(CC1Sc2ncnn2C1=O)Nc1ccccc1 (stereo not drawn) | 7.3µM* | -3% | -17%
O=C(Nc1ccc2ccccc2c1)c1onc2c1CCCC2 | 1% | 8% | -18%
Cc1c(Cl)cccc1NC(=S)NNc1ncc(C(F)(F)F)cc1Cl | ? | 3% | -7%
Cc1ccc(OCC(=O)Nc2nnc(S(=O)(=O)N3CCC(C)CC3)s2)cc1 | -4% | -5% | 0%
CCOC(=O)c1c(O)c2ccccc2n(-c2ccccc2)c1=O | -16% | -1% | 8%
COCCN(Cc1ccccc1)C(=O)c1ccc2c(=O)n3c(nc2c1)CCC3 | -2% | 2% | 2%
Cc1cc(-c2nc3ncccc3o2)ccc1NC(=O)COc1ccccc1C | -28% | nt | 4%
CC1=CC2=NC(=O)/C(=C\c3cccn3CCOc3ccccc3)C(=N)N2O1 | ? | -3% | -13%
c1ccc2c(c1)CNC1(CCCCC1)C2 | ? | 2% | -7%
CCCCCC(=O)Nc1ccc(C(=O)COC(=O)Cn2cnc3c2c(=O)n(C)c(=O)n3C)cc1 | -1% | -3% | 1%
CC(=O)N1CCOc2ccc(S(=O)(=O)N3CCC(C(=O)NCc4ccc(F)cc4)CC3)cc21 | 3% | -4% | -4%
NS(=O)(=O)c1cc(C(=O)OCC(=O)Nc2ccc3[nH]c(=O)[nH]c3c2)ccc1Cl | 1% | nt | -22%
CCOc1ccccc1C1C(C(=O)Nc2ccccc2OC)=C(C)Nc2nnnn21 (stereo not drawn) | -19% | 10% | 8%
C=CCn1c(COc2ccc(Cl)cc2)nnc1SCC(=O)N/N=C/c1cccc(O)c1 | ? | -12% | 7%
COC(=O)c1cc(C(=O)Nc2ccc(S(=O)(=O)NC(C)(C)C)cc2)cc([N+](=O)[O-])c1 | -22% | 8% | 2%
CCn1cc(C2=NOC(C(=O)Nc3ccc4c(c3)OCO4)C2)c(C)n1 (stereo not drawn) | ? | -23% | -11%
CCOc1ccccc1NC(=O)C1CCN(S(=O)(=O)c2ccc3c(c2)CC(C)N3C(C)=O)CC1 (stereo not drawn) | ? | nt | -9%
CCCCC(=O)NC(c1ccc(N(C)C)cc1)c1ccc2cccnc2c1O (stereo not drawn) | 1µM* | ? | -4%
Cc1ccc(-c2noc(CCC(=O)NC3CCCC3)n2)cc1 | ? | 1% | -3%

Part of the list above in order of length of the SMILES, rising:
SMILES | TDP1 cell CPT | N370S GC | FEN1 inhibitor
Cc1ccc(-c2noc(CCC(=O)NC3CCCC3)n2)cc1 | ? | 1% | -3%
CCOC(=O)c1c(O)c2ccccc2n(-c2ccccc2)c1=O | -16% | -1% | 8%
CCn1cc(C2=NOC(C(=O)Nc3ccc4c(c3)OCO4)C2)c(C)n1 (stereo not drawn) | ? | -23% | -11%
CCOc1ccccc1C1C(C(=O)Nc2ccccc2OC)=C(C)Nc2nnnn21 (stereo not drawn) | -19% | 10% | 8%
C=CCn1c(COc2ccc(Cl)cc2)nnc1SCC(=O)N/N=C/c1cccc(O)c1 | ? | -12% | 7%
NS(=O)(=O)c1cc(C(=O)OCC(=O)Nc2ccc3[nH]c(=O)[nH]c3c2)ccc1Cl | 1% | nt | -22%
CCOc1ccccc1NC(=O)C1CCN(S(=O)(=O)c2ccc3c(c2)CC(C)N3C(C)=O)CC1 (stereo not drawn) | ? | nt | -9%

(cont.)
SMILES | TDP1 cell CPT | N370S GC | FEN1 inhibitor
COc1ccc(-c2nnc(SCC(=O)N3CCc4ccccc4C3)o2)cc1 | -16% | 6% | -19%
Nc1ncccc1OCc1ccc(Br)cc1 | -27% | -13% | 3%
O=C(c1ccc(CSc2nc3ccncc3n2Cc2cccc(F)c2)cc1)N1CCCCC1 | ? | nt | 18%
O=C(COc1ccc(S(=O)(=O)NC2CCCCC2)cc1)NCc1ccccn1 | -20% | 4% | 0%
Cc1ccnc(NC(=O)C2CCN(S(=O)(=O)c3ccc(Cl)c(C(F)(F)F)c3)CC2)c1 | ? | 1% | 3%
COc1ccc(NC(=O)c2ccccc2Cl)cc1NC(=O)CN1CCOCC1 | -6% | -1% | 0%
COC(=O)CNC(=O)Cn1nc(C)c([N+](=O)[O-])c1C | 14% | 5% | 2%
N#Cc1ccccc1Cn1c(=O)n(Cc2ccc(C(=O)NCc3ccco3)cc2)c(=O)c2sccc21 | 12% | -6% | 5%
Cc1ccc(NC(=O)N2CCN(c3ccc(Cl)c(Cl)c3)CC2)cc1 | ? | nt | 1%
O=C(c1ccccc1F)N(Cc1ccccc1)Cc1ccccc1 | 8.2µM* | -24% | 4%
COc1cc(NC(=O)CCC(=O)c2cccs2)cc(OC)c1 | -8% | 5% | -1%
CC(=O)Nc1ccc(NC(=O)CN(c2cccc(C)c2)S(C)(=O)=O)cc1 | -25% | 5% | -4%
CCC(=O)N1CCN=C1SCc1ccc(F)cc1 | -8% | 6% | 18%
O=C(NCCc1ccc(Cl)cc1)C1CCN(S(=O)(=O)c2ccc(Br)s2)CC1 | -29% | -8% | -12%
CCOC(=O)N1CCN(S(=O)(=O)c2ccc(C(=O)Nc3nc4ccc(F)cc4s3)cc2)CC1 | 8.2µM* | -12% | -8%

In the list so far, these contain a COOH group:
SMILES | TDP1 cell CPT | N370S GC | FEN1 inhibitor
CC1CCN(S(=O)(=O)N2CCC(C(=O)O)CC2)CC1 | -15% | 23% | 3%
CCOc1ccc(C(CC(=O)O)NC(=O)c2sc3ccccc3c2Cl)cc1 (stereo not drawn) | -17% | 2% | -2%

(listing goes on)
SMILES | TDP1 cell CPT | N370S GC | FEN1 inhibitor
CN1CCN(C(=O)/C(=C/c2cn(S(=O)(=O)N(C)C)c3ccccc23)NC(=O)c2ccccc2Cl)CC1 | -22% | -6% | 23%
Nc1ccc(CSc2ccc(Cl)cc2)c(Cl)c1 | -9% | nt | -3%
COc1ccc(C(=O)c2c[nH]c(C(=O)NCCCN3CCOCC3)c2)cc1 | 4% | 4% | 4%
OCc1nc2ccccc2n1CC(O)Cn1ccc2ccccc21 (stereo not drawn) | 16µM* | -11% | 6%
CC(C)NC(=O)c1ccccc1NC(=O)/C=C/c1ccc([N+](=O)[O-])cc1 | -2% | 0% | -6%
C=CCn1c(SCC(=O)N(CCOC)c2c(N)n(CC(C)C)c(=O)[nH]c2=O)nc2ccccc21 | 6% | -4% | -2%
COc1ccc(CCN(C)C2CCCN(S(=O)(=O)N(C)C)C2)cc1OC (stereo not drawn) | 11% | nt | 7%
CCCNS(=O)(=O)c1cc(Cl)ccc1OC | 11% | 11% | -6%
Cc1cc(C)n(C(=O)CN(C)S(=O)(=O)c2ccc([N+](=O)[O-])cc2)n1 | -10% | -1% | 15%
Nc1nnc(CC(=O)Nc2ccccc2)s1 | 14% | -16% | 7%
CN1C[C@@H]2C[C@@H](c3ccc(C#CC(C)(C)O)s3)N3CCC[C@@]23C1=O | -1% | 2% | 8%
CCOc1ccc(Nc2nnc(-n3nc(C)cc3C)c3ccccc23)cc1 | 4% | nt | -3%
COc1ccc(OCC(O)CNCc2ccco2)cc1 (stereo not drawn) | 1% | 21% | -9%
O=C(c1cccc(F)c1)N1CCN(C2CCCCC2)CC1 | -14% | 3% | -2%
